SKN-1 block: suppressors of acrylamide-induced Pgst-4::GFP reporter in worms, primary screen, SKN-1 inhibitor project, whole organism, uHTS, GFP/RFP fluorescence ratio, strain VP596. C. elegans VP596 Pgst-4::GFP/RFP ratio, 24 h. inhibition, % at 21.8 µM. hit rate 0.49% among 360,000;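 active = interference check ratio from 0.5 to 1.5 plus GFP to RFP signal ratio inhibition reaching or exceeding a fixed threshold, cut at about 30% in these data, passing the limit was not always enough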; also: some compounds called inactive have numbers as strong as hits
FAS TE block: FAS thioesterase domain inhibitors, primary screen, biochemical, fluorescence intensity, uHTS | recombinant FAS-TE, OMFH fluorogenic substrate, fluorescence endpoint | hit rate 0.67% among 360,000 | AID 602261, 2012 | inhibition, % at 15 µM | Fatty acid synthase (Homo sapiens), P49327;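 active = compounds whose normalised, plate-corrected inhibition of enzyme fluorescence in the single-dose primary screen is 50% or more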;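 also: 0% = DMSO with enzyme and 100% = substrate without enzyme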
Rin1-Abl PPI inh: inhibitors of Rin1-Abl protein binding, primary screen, biochemical, TR-FRET | Tyrosine-protein kinase ABL1 (Homo sapiens) + Ras and Rab interactor 1 (Homo sapiens), … | inhibition, % at 7.35 µM | hit rate 0.4% among 360,000 | AID 588664, 2011; in the data active = inhibition above about 5%, passing the limit was not always enough
MsrA act: bovine MsrA enzyme activators, primary screen, biochemical, absorbance, HTS; Methionine sulfoxide reductase A (Bos taurus); AID 602163, 2012; hit rate 0.3% among 360,000; activation, % at 10.6 µM; purified bovine MsrA, absorbance read-out; in the data active = activation above about 7.5%;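 also: 0% = vehicle and 100% = reference activator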
E coli Lon inh: inhibitors of E. coli Lon protease, primary screen, biochemical, fluorescence polarization. purified E. coli Lon protease. AID 602123, 2011. P0A9M0. inhibition, % at 7.94 µM. hit rate 0.42% among 360,000; in the data active = inhibition above about 13%, passing the limit was not always enough;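 also: 0% = enzyme with probe and DMSO and 100% = no enzyme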
Neddylation inh: inhibitors of cullin neddylation, primary screen, biochemical, TR-FRET, uHTS, NAE and Ubc12; NEDD8-conjugating enzyme Ubc12 (Homo sapiens) + NEDD8-activating enzyme E1 regulatory …; calls only at 25 µM; hit rate 0.58% among 360,000; in the data active = inhibition above about 36%
MT1-MMP act inh: blockers of MT1-MMP proenzyme processing, primary screen, HT1080 RFP-PRO-GFP cells, GFP/RFP fluorescence | AID 651647, 2012 | GFP/RFP ratio fluorescence, overnight; percent of plate control window, DMSO zero | hit rate 0.061% among 360,000 | Matrix metalloproteinase-14 (Homo sapiens), P50281 | GFP/RFP ratio change, % at 20 µM;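 active = GFP/RFP ratio change of at least 30% with cell ATP level not reduced by more than half and red fluorescence within 50% of control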; also: strong numbers were not always called active
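Test system: HT1080 cells expressing an RFP-PRO-GFP fluorescent reporter construct / Compound dosing: single-point 20 µM compound, 1% DMSO / Schedule: cells overnight before dosing, compound overnight, 37 °C, 5% CO2 / Evaluation: GFP/RFP fluorescence ratio / Control set: DMSO and RFP-L50D-GFP cell wells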
MsrA inhibitor: bovine MsrA enzyme inhibitors, primary screen, biochemical, absorbance, HTS. Methionine sulfoxide reductase A (Bos taurus). purified bovine MsrA, absorbance read-out. inhibition, % at 15.5 µM. hit rate 0.75% among 360,000; in the data active = inhibition above about 4.5%;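 also: 0% = vehicle wells with enzyme and 100% = reference inhibitor wells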
CendR NRP1 mod: modulators of CendR peptide binding to NRP-1, primary screen, biochemical, fluorescence polarization, uHTS; FAM-RPARPAR peptide binding to NRP-1; Neuropilin-1 (Homo sapiens), O14786; hit rate 0.85% among 360,000; inhibition, % at 25 µM;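 active = inhibition or corrected inhibition above about 18%, plus a signal ratio from 0.5 to 1.5, limit read from the data, passing the limit was not always enough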; also: strong numbers were not always called active
Starred values were filed as active, the others as inactive; i = inactive; . = no result given. Hits appear at their usual frequency (roughly 4.2% active in at least one column).

SMILES	SKN-1 block	FAS TE block	Rin1-Abl PPI inh	MsrA act	E coli Lon inh	Neddylation inh	MT1-MMP act inh	MsrA inhibitor	CendR NRP1 mod
O=C(N/N=C/c1cc(Br)c(Br)o1)c1cc2ccccc2o1	19	-4	-1	-4	1	i	1	3.3	-6
COc1ccccc1C(=O)NC(C)C(c1cccs1)N1CCN(C)CC1 (configuration not stated)	-5	-8	-1	0	-3	i	-13	0.4	-14
COC(=O)[C@@]12C[C@@H](CC(=O)NCCc3ccccc3OC)C(=O)N(Cc3ccc4c(c3)OCO4)C1=CCC(C)(C)C2	-8	.	.	.	.	i	2	0.9	1
COc1cccc(OC)c1C(=O)OCC(=O)N(C)c1ccccc1	0	-3	-1	1	-5	i	-5	-0.5	-2
O=C(NOC(=O)c1cc(Br)ccc1Cl)c1cccs1	-17	-9	-4	-12	-14	i	-8	-1.0	-8
COc1ccc(NC(=O)CN2CCN(CC(=O)Nc3ccccc3Cl)CC2)c(OC)c1	19	15	1	0	0	i	-3	-1.5	8
O=C(Nc1ccccn1)c1ccc2ccccc2c1O	17	-4	-2	-9	-14	i	-2	2.2	-11
Cc1ccc(C(=O)NC(=S)N2CCN(C(=O)OC(C)(C)C)CC2)cc1Br	4	-3	-2	-4	-1	i	18	0.2	-11
[O-]/C(=C(\C(=S)NCc1ccc2c(c1)OCO2)[n+]1ccccc1)c1ccc(Cl)s1	-14	6	-2	-6	-3	i	1	1.6	-5
C[C@@H]1CN([C@@H](C)CO)C(=O)c2cc(NS(C)(=O)=O)ccc2O[C@H]1CN(C)Cc1ccc(Oc2ccccc2)cc1	1	-2	6	-2	-7	i	1	-0.3	9
Oc1cccc(CN2CCOCC2)c1O	14	-6	13*	-6	2	i	3	-0.4	9
COC(=O)c1ccc(NC(=O)CSC2=NCCN2)cc1	-14	-32	-1	-8	-1	i	3	-0.3	2
CC1(C)Cc2c(sc(NC(=O)Cc3ccccc3)c2C#N)C(C)(C)N1	10	-5	-1	0	-6	i	-1	-1.0	-4
CCCn1ncc(CN2CCC(Cc3cccc(F)c3)(C(=O)OCC)CC2)c1C	-6	-3	5	-3	0	i	6	2.2	8
CN(C)C(=O)CN1C(=O)c2cccc3cccc1c23	18	-4	-1	-2	4	i	-1	0.3	2
Cc1ccc(/C=N/Nc2ccc(C(=O)O)cc2)s1	4	0	1	-6	-12	i	-8	3.9	-26
O=C(Cc1nnc(NC(=O)c2ccccc2)s1)N/N=C/c1ccco1	10	-3	0	-3	-25	i	-5	1.4	-11
O=C1CCN(Cc2ccccc2)C=C1c1ccc(Cl)cc1	6	8	2	-1	-3	i	4	1.7	18
Cc1ccc(OCC(=O)NC(=S)Nc2cccc(NC(=O)c3ccc(Cl)cc3Cl)c2)cc1	3	24	0	-9	-5	i	3	-0.5	7
COc1ccc(CCNC(=O)C2CC=CCC2C(=O)O)cc1 (configuration not stated)	9	-1	0	-1	-4	i	1	0.1	-3
O=C(Nc1ccn(Cc2ccc(Cl)cc2)n1)c1ccccc1	4	5	3	-5	-14	i	-1	0.0	8
COc1ccc(CNC(=O)C[C@H]2C[C@H](C(=O)N(C(C)C)C(C)C)[C@@]3(C)c4[nH]c5ccc(Cl)cc5c4CCN3C2=O)cc1OC	0	11	-5	2	3	i	-13	-0.6	0
C=C(C)CSC1=C(C#N)C(c2ccccc2Cl)CC(=O)N1 (configuration not stated)	-16	-12	-1	-2	-2	i	4	0.8	-12
COC(=O)c1oc2ccccc2c1NC(=O)c1ccccc1O	6	3	0	-7	3	i	-6	1.1	4
COCC(=O)Nc1ccc(F)cc1	4	-1	-1	-1	6	i	1	1.2	-15
CCOC(=O)c1[nH]c(C)c(C(=O)OC)c1C	4	-7	0	-2	12	i	4	-0.8	-8
Cc1ccc(S(=O)(=O)N(C)C)cc1NC(=O)COC(=O)COc1ccccc1[N+](=O)[O-]	-7	-4	1	-10	-6	i	0	0.5	1
CCc1c(-c2n[nH]c(=S)n2Cc2ccccc2)csc1C	9	11	-1	-2	-8	i	-2	0.4	-2
CN(CC(=O)NCCc1ccc(F)cc1)Cc1cccc(Cl)c1	-2	6	-1	-2	-1	i	1	1.5	-11
CC(=O)Nc1ccc(S(=O)(=O)N(C)c2ccc(OCCOc3cccc(C)c3)cc2)cc1	-11	12	1	-3	5	i	1	0.5	-5
CC1=NN(c2ccccc2)C(=O)/C1=C\c1cn(C)c2ccccc12	7	-3	-1	-5	3	i	1	-0.3	5
O=S(=O)(Nc1nc2ccccc2s1)c1cnc(Cl)c(Br)c1	15	12	0	-2	-5	i	-9	-0.8	-18
O=C(NCCc1ccc(Cl)cc1)c1ccc(=O)[nH]c1	3	-7	3	-1	-2	i	1	-0.8	-4
O=C(Nc1ccc(S(=O)(=O)NCC2CCCO2)cc1)C1CC(=O)N(c2ccccc2)C1 (configuration not stated)	2	-1	2	-2	0	i	5	-1.2	6
CC1COC2C(O1)N(S(C)(=O)=O)CCN2S(C)(=O)=O (configuration not stated)	-1	-10	-2	-1	-8	i	0	0.4	0
CCOC(=O)C1CCCN(c2c(N3CCN(c4ccccn4)CC3)c(=O)c2=O)C1 (configuration not stated)	-14	-4	0	-9	2	i	-4	0.6	-4
O=C(O)CCSc1nc2ccccc2n1CCOc1ccccc1	7	-7	4	-3	-4	i	0	-0.2	3
C=CCN(CC=C)C(=O)c1cc(Cl)ccc1[N+](=O)[O-]	2	-9	-5	-2	-9	i	9	-1.2	4
S=C(NCc1ccco1)N1CCOCC1	-2	-8	-3	-2	-1	i	-2	-0.6	-8
O=C(Nc1nccs1)c1ccc[nH]c1=O	-4	-3	0	-7	1	i	1	3.5	-10
O=C(CN(C(=O)c1csnn1)c1cccc(F)c1)NCc1ccc(F)cc1	12	-1	1	-5	-2	i	3	-1.1	8
CC(C)(C)C1CCC(C(=O)OCC(=O)Nc2ccc3[nH]c(=O)[nH]c3c2)CC1 (configuration not stated)	2	8	-2	-13	-6	i	5	-0.3	2
N#CCC(=O)NCCCOC(=O)Nc1ccc(Cl)c(Cl)c1	-1	3	-4	-6	-3	i	4	0.1	-2
CCNc1nc(N2CCCCC2)nc(-n2nnc(C(=O)OCC)c2C)n1	-3	3	5.8*	-2	-1	i	-6	0.5	0
O=c1cc(-c2ccsc2)oc2ccc(-c3ccc4cc[nH]c4c3)cc12	19	25	2	-6	0	i	7	2.3	16
O=S(=O)(Nc1ccc(Br)cc1)c1cccc(NC(=S)NCCN2CCOCC2)c1	-5	1	5	-2	8	i	2	-1.1	2
CC1Sc2ccc(S(=O)(=O)N3CCC(C(=O)NCc4ccc(Cl)cc4)CC3)cc2NC1=O (configuration not stated)	4	7	0	-3	-7	i	-1	0.0	-12
CCc1noc(C)c1C(=O)NCCN1C(=O)S/C(=C\c2ccccc2F)C1=O	-1	8	-2	-4	-1	i	0	3.2	-5
O=C(CC1CCCCC1)NCc1ccc(F)cc1	5	-5	1	-2	-19	i	-7	0.4	5
N/C(Cc1cccc2ccccc12)=N\OC(=O)c1ccc2c(c1)OCO2	1	-17	2	-2	-17	i	14	0.4	-5
Cc1ccc(-c2nn(-c3ccccc3)cc2C=C2SC(=S)N(CCS(=O)(=O)O)C2=O)cc1	12	0	-3	-15	-9	i	10	0.7	-116
O=C1CSC(c2cccnc2)N1C1CCCCC1 (configuration not stated)	-15	-11	2	-3	-7	i	0	1.6	-6
CC1(C)S[C@@H]2[C@H](NC(=O)COc3ccccc3)C(=O)N2C1C(=O)OCC1CCCCC1 (some centres not stated)	-3	32	2	1	-8	i	1	0.9	25*
NC(=O)C1=C[C@H](c2ccccc2)C[C@H](OCc2ccc(CO)cc2)O1	13	-5	4	2	14	i	8	1.3	10
COc1ccc(C2Nc3ccccc3C(=O)N2Cc2ccccc2)cc1Cn1nnc2ccccc21 (configuration not stated)	9	36	3	-4	-4	.	1	2.3	-5
O=[N+]([O-])c1ccc(N2CCN(Cc3cccc([N+](=O)[O-])c3)CC2)cc1	19	30	-3	0	-5	i	8	0.9	11
N#CC1=C(S)N(c2ccccc2)C(c2ccco2)NC1=O (configuration not stated)	-1	-4	1	-2	5	i	2	2.1	-14
O=C(CC[C@H]1O[C@@H](n2cnc3c(NC(=O)c4ccccc4)ncnc32)[C@H](O)[C@@H]1O)NCC(F)(F)F	3	-6	2	-2	-6	i	1	3.1	20*
CCOc1ccc(N(CC(=O)N2CCOCC2)S(=O)(=O)c2ccc(Cl)cc2)cc1	11	-1	3	-1	-1	i	0	-0.4	11
COc1ccc(-c2cc(C(=O)Nc3cc(Cl)ccc3OC)no2)cc1	5	-3	-2	-3	-4	.	2	-0.8	-2

An excerpt from above in order of their number in MsrA inhibitor, lowest first.
| structure | MsrA inhibitor |
| --- | --- |
| COc1ccc(-c2cc(C(=O)Nc3cc(Cl)ccc3OC)no2)cc1 | -0.8 |
| CCOc1ccc(N(CC(=O)N2CCOCC2)S(=O)(=O)c2ccc(Cl)cc2)cc1 | -0.4 |
| Cc1ccc(-c2nn(-c3ccccc3)cc2C=C2SC(=S)N(CCS(=O)(=O)O)C2=O)cc1 | 0.7 |
| COc1ccc(C2Nc3ccccc3C(=O)N2Cc2ccccc2)cc1Cn1nnc2ccccc21 (configuration not stated) | 2.3 |

(next part)
SMILES	SKN-1 block	FAS TE block	Rin1-Abl PPI inh	MsrA act	E coli Lon inh	Neddylation inh	MT1-MMP act inh	MsrA inhibitor	CendR NRP1 mod
CN1CCN(c2ccc(Cl)cc2NC(=O)c2ccc(S(=O)(=O)N(C)C)cc2)CC1	9	-5	-1	-11	-5	i	-7	-0.2	-4
CCOc1ccc(S(=O)(=O)N(C)c2ccc(OCC(=O)NCc3ccco3)cc2)cc1	-12	18	0	-3	-2	i	-2	-0.1	6
CCc1cc2c(NC3CCCC3)ncnc2s1	9	2	-3	-6	0	i	2	1.1	15
O=C(CCCN1C(=O)/C(=C/c2ccccc2Cl)SC1=S)NCCCN1CCOCC1	-1	16	-3	3	-5	i	3	0.0	18
CCCCNC(=O)CSc1ccc(S(=O)(=O)N2CCOCC2)cn1	12	-2	-1	-2	-1	i	1	-0.4	11
COc1ccccc1C(=O)NCCC(=O)N(C)Cc1cccnc1	-8	-2	2	-4	-6	i	-2	-0.3	13
COc1ccc(C(NC(=O)C2CCN(C/C=C/c3ccc(OC(C)=O)c(OC)c3)CC2)c2ccccn2)cc1 (configuration not stated)	4	-10	-3	1	-18	i	1	-1.0	-8
O=C(CC1CCCC1)N1CCN(S(=O)(=O)c2ccc(F)cc2)CC1	12	-1	1	-2	-8	i	-1	0.2	16
COc1ccc(NC(=O)c2ccc3[nH]c(=O)c(=O)[nH]c3c2)c(OC)c1	14	-5	0	-2	4	i	-1	2.3	14
COc1ccc(-n2c(SCC(=O)Nc3cc(C)on3)nc3c(c2=O)SCC3)cc1OC	-4	-4	-2	-1	2	i	-1	0.9	5
O=C(COC(=O)c1ccc[nH]c1=O)NCCC1=CCCCC1	8	-7	0	-3	-5	i	1	-0.2	-12
CN1CC(=O)N(CC(=O)NCCc2ccc(F)cc2)c2ccccc2C1=O	7	-9	3	-2	-5	i	1	-1.4	18

Source: PubChem BioAssay (several laboratories)
